PLAP inhibitors HTS = PLAP enzyme inhibitors, biochemical, luminescence, HTS (AID 690); inhibition, % at 20 µM; hits with a dose series show IC50 in µM; purified PLAP, luminescent substrate; higher % means a stronger effect; actives 0.08% (n = 96,000); Alkaline phosphatase, placental type (Homo sapiens); in the data active means a potency from the dose series; inactive means the rest, 99 in 100 with inhibition below about 30%; further: strong numbers were not always called active
IL1B NFkB pot = enhancers of NFkB p65 translocation in HUVEC – imaging, IL-1B stimulus, high-content imaging, primary screen. AID 819, 2007. HUVEC IL-1B NFkB p65 nuclear translocation imaging. actives 0.3% (n = 94,000). activation, % at 2 µM;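 active means activation above 40%, about the mean plus 3 SD, also judged a hit on visual image review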;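 further: percent activation is computed from the nuclear over cytoplasmic p65 intensity ratio; values of inactives mirror those of a sister screen read the other way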
Bcl-B TR3 displacers = displacers of TR3 peptide from Bcl-B, primary screen, selectivity assay for Bfl-1 inhibitor project, biochemical, fluorescence polarization. FP displacement of FITC-TR3 peptide from Bcl-B; higher % means a stronger effect. displacement, % at 20 µM, or IC50 in µM where a hit was titrated. actives 0.11% (n = 96,000);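 active means displacement above 50% at 20 µM plus a fluorescence interference ratio under 1.5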;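 further: plate controls were wells without compound for no effect and wells lacking Bcl-B protein for full effect; a part of the inactive calls stands beside numbers as strong as those of hits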
MRP resist rev = reversal of MRP1-mediated doxorubicin resistance, primary screen, H69AR cells, doxorubicin co-treatment; H69AR cells + 2 uM doxorubicin, CellTiter-Glo, 72 h; differential viability (reversal), % at 10 µM; actives 0.04% (n = 85,000);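 active means viability drop by adding the cancer drug above about 55%, with treated viability meeting a 40% cutoff, limit read from the data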;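 further: viability without doxorubicin minus viability with 2 µM doxorubicin for each compound; larger differential means the compound sensitizes cells more to doxorubicin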
NFkB transloc inh = inhibitors of IL-1B driven NFkB p65 nuclear import, primary screen, imaging, HUVEC, IL-1B stimulus, high-content imaging; HUVEC IL-1B NFkB p65 nuclear translocation imaging; inhibition, % at 2 µM; actives 0.43% (n = 94,000); AID 796, 2007;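 active means inhibition above about 30% together with a positive call from visual inspection of the well image, limit read from the data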;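 further: nuclear over cytoplasmic p65 intensity ratio measured by imaging; 0% = IL-1B stimulated DMSO wells and 100% = unstimulated DMSO wells; values of inactives mirror those of a sister screen read the other way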
MRP resist rev cytotoxicity = recorded beside MRP resist rev, whose call it bears; viability, %; H69AR cells, CellTiter-Glo, 72 h; measured here: cytotoxicity without doxorubicin
MRP resist rev with doxorubicin = recorded beside MRP resist rev, whose call it bears; viability, %; measured here: viability with 2 uM doxorubicin; stronger effect = lower value
NFkB transloc inh cell count 2 µM = recorded beside NFkB transloc inh, whose call it bears; cell count; measured here: cells passing quality filter;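 raw number of nuclei counted in each imaged well without normalization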
IL1B NFkB pot cell count 2 µM = further read-out of IL1B NFkB pot, marked with its call; cell count; measured here: cells passing quality filter
* hit, by the source's call; nt = no result given. The list is partial; count on the stated rates, not on these rows.

SMILES | PLAP inhibitors HTS | IL1B NFkB pot | IL1B NFkB pot cell count 2 µM | Bcl-B TR3 displacers | MRP resist rev | MRP resist rev cytotoxicity | MRP resist rev with doxorubicin | NFkB transloc inh | NFkB transloc inh cell count 2 µM
Cc1cccc(OCC(=O)N(Cc2cccs2)C2CCS(=O)(=O)C2)c1 (centres undefined) | 19% | 21 | 129 | 5% | 14 | 89 | 75 | -21 | 129
CC1CCCCC1NC(=O)c1ccc(S(=O)(=O)NCc2ccco2)cc1 (centres undefined) | nt | -12 | 99 | nt | 6 | 92 | 86 | 12 | 99
CS(=O)(=O)NC1c2cccc3cccc(c23)C1N1CCOCC1 (centres undefined) | -22% | -1 | 106 | -2% | -1 | 94 | 95 | 2 | 106
CCCn1c(NC(=O)c2ccc(Br)cc2)nc2ccccc21 | 15% | -2 | 158 | 4% | 3 | 32 | 30 | 2 | 158
CCn1c(C(=O)N2CCc3ccccc3C2)cc2oc3ccccc3c21 | -86% | -3 | 141 | 0% | 4 | 95 | 91 | 3 | 141
O=C(Nc1cc2c(oc1=O)CCCC2=O)c1ccccc1 | 3% | 0 | 127 | -1% | nt | nt | nt | 0 | 127
CC(=O)CSc1nc2ccccc2s1 | 2% | 14 | 162 | -10% | 6 | 97 | 91 | -14 | 162
O=C1c2ccccc2C(=O)N1Cc1nn2c(-c3ccc(Cl)cc3)nnc2s1 | 21% | nt | nt | -4% | 11 | 90 | 79 | nt | nt
O=C(NCc1ccco1)C1CC(c2cccc([N+](=O)[O-])c2)=NO1 (centres undefined) | 16% | -15 | 113 | -12% | nt | nt | nt | 15 | 113
O=C(Nc1ccccc1)NC1CCS(=O)(=O)C1 (centres undefined) | nt | 3 | 107 | nt | 7 | 97 | 90 | -3 | 107
CCCOC(=O)c1ccc(Oc2cn[nH]c2-c2ccc(OC)cc2O)cc1 | -187% | 38 | 134 | -11% | -16 | 42 | 58 | -38 | 134
CCCCCSc1nnc2c(n1)OC(C)N(C(C)=O)c1ccccc1-2 (centres undefined) | -63% | nt | nt | -1% | -8 | 92 | 100 | nt | nt
CN(C)C=NC1=NN(c2cccc(C(F)(F)F)c2)CC1 | -2% | -1 | 89 | 2% | nt | nt | nt | 1 | 89
CC(C)CCNC(=O)C(c1ccco1)N(C(=O)Cn1nnc2ccccc21)c1ccc2c(c1)OCO2 (centres undefined) | -3% | 5 | 188 | -1% | 8 | 88 | 80 | -5 | 188
O=C(Nc1cc(C(F)(F)F)ccc1N1CCCC1)c1cccnc1 | -41% | -13 | 94 | -16% | 8 | 95 | 87 | 13 | 94
Cc1nc(C)n(CC(O)COc2ccc3ccccc3c2)n1 (centres undefined) | -6% | 7 | 150 | -10% | -2 | 95 | 97 | -7 | 150
CNC(=O)C1CC(=O)N(c2ccc(F)c(Cl)c2)C1 (centres undefined) | 13% | 2 | 143 | -7% | 1 | 95 | 94 | -2 | 143
O=C(Nn1cc(C(=O)N2CCN(c3ccccc3F)CC2)c2ccccc2c1=O)c1cnccn1 | -59% | 16 | 129 | -3% | -25 | 35 | 60 | -16 | 129
CCCN(c1ccc(C(C)C)cc1)S(=O)(=O)c1c(C)[nH]c(=O)[nH]c1=O | 0% | 11 | 202 | 3% | nt | nt | nt | -11 | 202
Cn1c(NC(=O)c2ccccc2F)cc(=O)n(C)c1=O | 8% | -10 | 154 | 0% | 10 | 94 | 84 | 10 | 154

An excerpt of these results, as a markdown table:
| SMILES | PLAP inhibitors HTS | IL1B NFkB pot | IL1B NFkB pot cell count 2 µM | Bcl-B TR3 displacers | MRP resist rev | MRP resist rev cytotoxicity | MRP resist rev with doxorubicin | NFkB transloc inh | NFkB transloc inh cell count 2 µM |
| --- | --- | --- | --- | --- | --- | --- | --- | --- | --- |
| CCCCCSc1nnc2c(n1)OC(C)N(C(C)=O)c1ccccc1-2 (centres undefined) | -63% | nt | nt | -1% | -8 | 92 | 100 | nt | nt |
| CN(C)C=NC1=NN(c2cccc(C(F)(F)F)c2)CC1 | -2% | -1 | 89 | 2% | nt | nt | nt | 1 | 89 |

New compounds follow
SMILES | PLAP inhibitors HTS | IL1B NFkB pot | IL1B NFkB pot cell count 2 µM | Bcl-B TR3 displacers | MRP resist rev | MRP resist rev cytotoxicity | MRP resist rev with doxorubicin | NFkB transloc inh | NFkB transloc inh cell count 2 µM
CCOC(=O)C(Cc1ccccc1)C(=O)Nc1nccs1 (centres undefined) | 4% | -1 | 124 | 2% | nt | nt | nt | 1 | 124
CCCn1c2ccccc2c2nnc(SCC(=O)Nc3cc(C)on3)nc21 | -10% | -4 | 175 | -6% | -9 | 64 | 73 | 4 | 175
CC(OC(=O)c1cc2sccc2n1C)C(=O)NCc1ccc2c(c1)OCO2 (centres undefined) | -8% | 11 | 157 | -8% | -3 | 92 | 94 | -11 | 157
Cc1ccc(OCC(=O)N2CCC(N3CCCCCC3)CC2)cc1 | -44% | nt | nt | 17% | 6 | 100 | 94 | nt | nt
Cc1cnc(NC(=O)c2ccco2)s1 | 9% | 0 | 109 | 2% | -3 | 80 | 83 | 0 | 109
O=C(NCc1ccco1)c1ccccc1-c1ccccc1 | -3% | 13 | 189 | 1% | -2 | 99 | 101 | -13 | 189
CC(C)c1ccc(-c2nc(N3CCCCC3)[nH]c(=O)c2C#N)cc1 | nt | -5 | 139 | nt | 11 | 100 | 89 | 5 | 139
CCOc1ccc(S(=O)(=O)n2nnc3ccccc32)cc1C(C)C | -20% | -19 | 65 | 1% | -2 | 97 | 99 | 19 | 65
COc1cc(C2Sc3ccccc3NC3=C2C(=O)OC3)cc(OC)c1OC (centres undefined) | nt | 8 | 161 | nt | -44 | 14 | 58 | -8 | 161
N#C/C(=C1\CCCN1)c1ccc2ccccc2n1 | -3% | 1 | 135 | -16% | -3 | 84 | 87 | -1 | 135
COc1ccc(-n2c(SCC(N)=O)nc3nc4c(cc3c2=O)COC(C)(C)C4)cc1 | 2% | 4 | 153 | -15% | nt | nt | nt | -4 | 153
Cc1cc(NC(=O)CSc2cn(CCNC(=O)c3ccccc3)c3ccccc23)no1 | -43% | -2 | 81 | -1% | 18 | 90 | 72 | 2 | 81
CN(C)C(=O)CSc1nnc(C23CC4CC(CC(C4)C2)C3)o1 | 1% | 6 | 144 | -17% | 5 | 93 | 89 | -6 | 144
O=C(CCc1nc2cccnc2n1Cc1ccccc1)N1CCOCC1 | -40% | 18 | 155 | -1% | -13 | 72 | 85 | -18 | 155
CCCN(CCC)c1nc2ccccc2nc1C(C#N)C(=O)OC(C)COC (centres undefined) | nt | -7 | 111 | -12% | -1 | 78 | 79 | 7 | 111
CCc1ccccc1NC(=O)CCN1C(=O)c2ccccc2C1=O | 16% | 6 | 175 | 6% | nt | nt | nt | -6 | 175
Cc1ccc(S(=O)(=O)Cn2nnnc2CN(Cc2ccco2)Cc2cccs2)cc1 | nt | 9 | 101 | nt | 1 | 91 | 90 | -9 | 101
COCCCn1c(SCc2cc(=O)[nH]c3ccccc23)nnc1-c1ccco1 | 6% | 6 | 191 | -7% | -5 | 82 | 86 | -6 | 191
O=C(C1CCN(S(=O)(=O)c2cnc[nH]2)CC1)N1CCN(c2ncccn2)CC1 | -1% | 1 | 167 | -2% | -2 | 89 | 90 | -1 | 167
COCCN1C=C(C(=O)OC)C(c2ccc(OC)c(OC)c2)C(C(=O)OC)=C1 | -37% | -6 | 114 | -10% | 2 | 96 | 94 | 6 | 114
O=c1c(/C=N/O)coc2ccc3ccccc3c12 | 6% | nt | nt | -1% | -8 | 79 | 87 | nt | nt
Cc1ccc(-n2ncc(C(=O)NCc3ccc4c(c3)OCO4)c2NC(=O)c2ccco2)cc1C | -40% | 0 | 125 | -10% | 27 | 88 | 62 | 0 | 125
CCN(CC)C(=O)Nc1c(C)n(C)n(-c2ccccc2)c1=O | nt | 2 | 157 | nt | 18 | 102 | 84 | -2 | 157
O=c1cc(N2CCc3ccccc3C2)[nH]c(=O)n1-c1ccccc1Cl | -7% | -3 | 182 | 3% | 3 | 71 | 68 | 3 | 182
C=CCOn1c(=O)c(=O)n(OCc2ccccc2)c2ccccc21 | 11% | 19 | 168 | 0% | 13 | 81 | 68 | -19 | 168
O=C1C=C(c2ccccc2)C(O)(c2ccccc2)C1 (centres undefined) | 12% | 11 | 204 | -2% | 9 | 99 | 90 | -11 | 204
CN(C)c1ccc(NC(=O)CSc2nc(N)c(C(=O)Nc3ccc(N(C)C)cc3)s2)cc1 | 12% | -3 | 135 | -1% | -1 | 83 | 84 | 3 | 135
COc1cc([N+](=O)[O-])ccc1NC(=O)CCCOc1cccc(C)c1 | 9% | 2 | 117 | 1% | nt | nt | nt | -2 | 117
COc1ccc(N2C(=O)CCC(C(=O)Nc3cccc(C)n3)C2c2ccc(OC)c(OC)c2)cc1 (centres undefined) | -57% | nt | nt | -11% | 14 | 97 | 83 | nt | nt
Cc1ccc2oc(=O)c3cnn(CC(=O)NCCCOC(C)C)c3c2c1 | -14% | 6 | 173 | -7% | 8 | 97 | 89 | -6 | 173
CC1(C)Cc2c(C#N)c(N3CCN(C(=O)c4ccco4)CC3)nc(Cc3ccccc3)c2CO1 | -34% | -4 | 91 | 4% | -7 | 55 | 62 | 4 | 91
CCNCCNc1ccc(Cl)cc1[N+](=O)[O-] | nt | 8 | 198 | nt | nt | nt | nt | -8 | 198
COc1ccc(C(c2nnnn2C(C)(C)C)N2CCN(C)CC2)cc1OC (centres undefined) | -58% | nt | nt | 2% | 4 | 107 | 103 | nt | nt
CCc1c(C)nc(SCCOc2ccc(OC(C)C)cc2)[nH]c1=O | 5% | -1 | 98 | -6% | -1 | 93 | 95 | 1 | 98
CNCc1ccccc1Sc1ccc(OC)c(OC)c1 | 0% | 2 | 121 | 5% | nt | nt | nt | -2 | 121
Cc1cc(=O)oc(C)c1C(=O)N[C@@H]1CCCCNC1=O | 18% | nt | nt | -2% | 4 | 97 | 93 | nt | nt
C=CCn1c(SCC(=O)O)nnc1-c1cccc(Cl)c1 | 8% | 0 | 136 | 0% | 4 | 101 | 96 | 0 | 136
CCn1c(COc2ccc(C(C)C)cc2)nnc1SCC(=O)Nc1nccs1 | 2% | 9 | 92 | -1% | 7 | 88 | 82 | -9 | 92

Grouped by structure: the compounds so far containing an NH in an aromatic ring
SMILES | PLAP inhibitors HTS | IL1B NFkB pot | IL1B NFkB pot cell count 2 µM | Bcl-B TR3 displacers | MRP resist rev | MRP resist rev cytotoxicity | MRP resist rev with doxorubicin | NFkB transloc inh | NFkB transloc inh cell count 2 µM
CCCOC(=O)c1ccc(Oc2cn[nH]c2-c2ccc(OC)cc2O)cc1 | -187% | 38 | 134 | -11% | -16 | 42 | 58 | -38 | 134
CCCN(c1ccc(C(C)C)cc1)S(=O)(=O)c1c(C)[nH]c(=O)[nH]c1=O | 0% | 11 | 202 | 3% | nt | nt | nt | -11 | 202
CC(C)c1ccc(-c2nc(N3CCCCC3)[nH]c(=O)c2C#N)cc1 | nt | -5 | 139 | nt | 11 | 100 | 89 | 5 | 139
COCCCn1c(SCc2cc(=O)[nH]c3ccccc23)nnc1-c1ccco1 | 6% | 6 | 191 | -7% | -5 | 82 | 86 | -6 | 191
O=C(C1CCN(S(=O)(=O)c2cnc[nH]2)CC1)N1CCN(c2ncccn2)CC1 | -1% | 1 | 167 | -2% | -2 | 89 | 90 | -1 | 167
O=c1cc(N2CCc3ccccc3C2)[nH]c(=O)n1-c1ccccc1Cl | -7% | -3 | 182 | 3% | 3 | 71 | 68 | 3 | 182
CCc1c(C)nc(SCCOc2ccc(OC(C)C)cc2)[nH]c1=O | 5% | -1 | 98 | -6% | -1 | 93 | 95 | 1 | 98

Screening results (PubChem BioAssay)
